Screens as filed in PubChem.
Pol iota inh – blocks human DNA polymerase iota activity | 1% of 390,000 active | Q9UNA4 | Pol iota fluorescent replication assay, 10 min | AID 588590 | Potency, µM (titrated, usually from 115 µM), for the others: at the top dose activity, negative = inhibition, usual class: inhibitors; further: potency means the concentration at half of the fitted maximal effect
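Pol iota at 10 nM preincubated 15 min with compounds at room temperature; reaction started with fluorescent substrate, 50 nM final. Fluorescence read kinetically at 0 and 10 min; buffer-only wells as negative control.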
POLB inh – inhibitors of human DNA polymerase beta; P06746; Pol beta primer extension/strand displacement, fluorescence kinetic; Potency, µM (highest dose often 114 µM), inactives show at the top dose activity change, negative = inhibition, usual class: inhibitors; 1.3% of 340,000 active; AID 485314; further: potency means the concentration at half of the fitted maximal effect; on the % scale 0 is the no-effect control and ±100 the full control effect
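Curves were derived by four-parameter Hill fits of normalized qHTS data. The kinetic fluorescent primer-extension read was taken at 0 and 10 min after 50 nM substrate, following a 15 min room-temperature preincubation of 10 nM enzyme with compounds.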
APE1 inh – blocks human APE1 abasic DNA cleavage. P27695. recombinant APE1, TAMRA/BHQ-2 abasic DNA cleavage fluorescence. Potency, µM (top dose mostly 65.8 µM), inactives show at the top dose activity change, negative = inhibition, usual class: inhibitors. 0.35% of 350,000 active;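 further: potency means the concentration at half of the fitted maximal effect; plate controls were vehicle for no effect and reference inhibitor for full effect; nearly all actives have a fitted effect of over 55% in size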
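Step 1: APE1 (0.75 nM) with compound, 15 min RT. Step 2: add 50 nM fluorophore/quencher THF duplex. Step 3: three fluorescence reads 60 s apart (525/598 nm); read 3 minus read 1 = reaction progress.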
BLM helicase inh – Bloom syndrome helicase (human) inhibition. recombinant BLM DNA unwinding, fluorescence dequenching. Potency, µM (titrated, usually from 56.1 µM), for inactives: at the highest dose activity change, negative = inhibition, usual class: inhibitors. 0.2% of 350,000 active. AID 2528;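 further: potency means the concentration at half of the fitted maximal effect; plate controls were vehicle for no effect and no enzyme for full effect; nearly all actives have a fitted effect of over 35% in size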
Pol kappa inh – DNA polymerase kappa (human) inhibition | Potency, µM (doses to about 107 µM), for inactives: top-dose activity, negative = inhibition, most hits filed as inhibitors | 0.53% of 400,000 active | Q9UBT6 | purified Pol kappa, fluorescent DNA synthesis assay, 10 min; further: potency means the concentration at half of the fitted maximal effect; on the % scale 0 is the no-effect control and ±100 the full control effect
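First, compounds were pin-transferred onto 10 nM Pol kappa. After 15 min at room temperature, substrate was added to 50 nM final. Fluorescence was then measured kinetically at 0 and 10 min.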
Anesthetic bind – candidate novel general anesthetic via apoferritin binding; P02791; apoferritin/1-aminoanthracene competitive binding, fluorescence; Potency, µM (doses to about 77.5 µM), inactives show at the highest dose activity change, negative = displacement, most hits filed as inhibitors; 0.074% of 350,000 active; further: potency means the concentration at half of the fitted maximal effect; on the % scale 0 is the no-effect control and ±100 the full control effect; nearly all actives have a fitted effect of over 20% in size
Target sequence (P02791 2-175 limits assumed): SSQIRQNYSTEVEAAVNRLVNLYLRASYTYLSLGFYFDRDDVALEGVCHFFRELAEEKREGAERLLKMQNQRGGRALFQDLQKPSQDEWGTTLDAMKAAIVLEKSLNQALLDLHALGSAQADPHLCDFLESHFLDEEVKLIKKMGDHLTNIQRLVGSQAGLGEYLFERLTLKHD
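Horse-spleen apoferritin (10 uM) in 50% saturated 1-aminoanthracene in PBS was incubated 10 min at room temperature with compound. Fluorescence (ex 380, em 535 nm) was normalized to free and bound 1-AMA, with concentration-response fitted by a four-parameter Hill equation.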
12-LOX inh – blocks human arachidonate 12S-lipoxygenase. P18054. purified 12hLO, xylenol orange hydroperoxide absorbance. Potency, µM (titrated, usually from 108 µM), for the others: at the top dose activity change, negative = inhibition, actives largely listed as inhibitors. 1.1% of 580,000 active. AID 1671190; further: potency means the concentration at half of the fitted maximal effect; on the % scale 0 is the no-effect control and ±100 the full control effect
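Purified human 12hLO at 150 nM in 25 mM Hepes, 0.01% Triton X-100, pH 7.0, preincubated 15 min at room temperature with compound. Reaction started with 40 uM arachidonic acid, 30 min at room temperature. Hydroperoxide measured by Fe-xylenol orange, 573/405 nm absorbance ratio.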
TRHR ag – agonists of human TRH receptor. TRHR cells, calcium flux fluo-8, FDSS agonist mode. activation, % at 2 µM. 0.18% of 360,000 active; in the data active means activation above about 30%; further: 0% is about no effect
Target sequence (P34981 whole entry, looked up): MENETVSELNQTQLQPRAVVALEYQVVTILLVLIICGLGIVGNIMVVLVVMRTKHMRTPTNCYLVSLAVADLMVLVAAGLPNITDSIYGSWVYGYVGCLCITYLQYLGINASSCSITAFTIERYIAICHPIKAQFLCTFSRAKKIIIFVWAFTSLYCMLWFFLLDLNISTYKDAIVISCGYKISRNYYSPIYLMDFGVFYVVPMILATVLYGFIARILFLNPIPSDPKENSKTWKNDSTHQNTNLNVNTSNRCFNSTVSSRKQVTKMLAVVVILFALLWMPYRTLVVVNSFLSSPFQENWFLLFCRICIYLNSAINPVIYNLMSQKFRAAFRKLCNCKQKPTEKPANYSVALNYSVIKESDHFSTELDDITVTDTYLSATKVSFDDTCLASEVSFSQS
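In this calcium-flux screen, cells bearing human TRHR are dye-loaded with fluo-8, baselined for 10 cycles, then exposed to library compounds; positive kinetic calcium responses during the agonist phase mark hits, with TRH as control.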
ERG Ets-DNA blk – ERG Ets/DNA interaction inhibition | P11308 | fluorescence polarization, His-ERG Ets domain / labelled DNA | 0.028% of 370,000 active | Potency, µM (series often up to 76.9 µM), without a hit: top-dose FP activity, negative = inhibition, actives largely listed as inhibitors; active means well fitted inhibition curve with a large enough effect in the polarisation, with a control signal flat; inconclusive means small, poorly fitted or top-dose-only effect, or effect the other way, or a change in a side signal; inactive means no such curve, though single readings can be large or run the other way; the % refers to the polarisation;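 further: polarization taken with two DNA probes labelled with fluorescein and Texas red; potency means the concentration at half of the fitted maximal effect; % of control where 0% means no effect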
Target sequence (P11308 whole entry, looked up, the tested form may be a part): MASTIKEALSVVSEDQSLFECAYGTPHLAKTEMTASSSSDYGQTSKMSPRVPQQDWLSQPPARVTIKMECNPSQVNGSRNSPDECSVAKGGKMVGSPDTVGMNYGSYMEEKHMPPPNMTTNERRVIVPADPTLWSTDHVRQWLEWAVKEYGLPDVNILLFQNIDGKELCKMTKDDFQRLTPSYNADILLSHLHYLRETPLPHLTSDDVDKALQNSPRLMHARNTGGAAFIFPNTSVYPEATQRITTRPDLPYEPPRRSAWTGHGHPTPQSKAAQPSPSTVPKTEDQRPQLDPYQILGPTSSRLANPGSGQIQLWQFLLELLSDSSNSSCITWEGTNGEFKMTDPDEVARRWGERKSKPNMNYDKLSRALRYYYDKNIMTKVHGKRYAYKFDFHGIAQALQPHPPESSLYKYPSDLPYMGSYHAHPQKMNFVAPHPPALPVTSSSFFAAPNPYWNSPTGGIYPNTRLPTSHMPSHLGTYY
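His-tagged ERG Ets domain (1 uM in the protein solution; 300mM KCl, 50mM Tris-HCl, 1mM EDTA, 1mM DTT, pH 7.5) received compound, then a probe mix of 5 nM fluorescein-DNA and 100nM Texas-615-DNA. Fluorescence polarization was read for both dyes.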
Numbers without * were called inactive; ? = inconclusive; / = no result given; & = joins results of further samples; [ ] = another dose, or the depositor's remark. Unless noted, the call rests on the fitted dose curve; in most records, active means well fitted curve in the direction sought with a large enough effect; inconclusive means small, poorly fitted or top-dose-only effect, or another doubt; inactive means no such curve, though single readings can be large; an effect the other way counts as inactive or inconclusive. An excerpt. The share of hits here may be higher or lower than overall.

SMILES	Pol iota inh	POLB inh	APE1 inh	BLM helicase inh	Pol kappa inh	Anesthetic bind	12-LOX inh	TRHR ag	ERG Ets-DNA blk
Cc1ccc(CN=C(N)Nc2nc(C)cc(C)n2)cc1	150%[activator]	23%	19%	51%[activator]	-14%	-16%	-10%	0.3	2%
COCc1ccc(C(=O)N2CCCC(C(=O)c3ccc(Cl)cc3C)C2)o1 (stereo not drawn)	-11%	-2%	-14%	-3%	-9%	-20%	-26%	-1.4	1%
COc1ccc(Oc2coc3cc(OC(=O)c4cncc(Br)c4)ccc3c2=O)cc1	-10%	-8%	-1%	-1%	-7%	-3%	?	-0.2	-9%
OC(COc1ccccc1)CN(Cc1ccccc1)CC(O)COc1ccccc1 (stereo not drawn)	-17%	/	9%	/	-3%	/	-3%	-0.2	-7%
CC(=O)/C(C#N)=C1\NC(=O)C(Cc2cc(Cl)ccc2Cl)S1 (stereo not drawn)	-1%	10%	-7%	-12%	-5%	3%	?	0.1	13%
Fc1ccc(N2CCN(c3ncnc4c3nnn4Cc3ccccc3Cl)CC2)cc1	9%	/	/	/	-13%	/	0%	/	-1%
O=C(NC1CCc2ccccc21)C1CCN(S(=O)(=O)c2ccc(Cl)cc2)CC1 (stereo not drawn)	18%	?	-4%	0%	-6%	-9%	1%	0.3	/
CCN1CCCC1CNC(=O)c1cc(NC(C)=O)c(N(C)C)cc1OC (stereo not drawn)	17%	28%	15%	-2%	-2%	-4%	5%	0.8	-7%
Cc1ccc(C)c(NC(=O)C2CCCN2C(=O)OC(C)(C)C)c1 (stereo not drawn)	8%	25%	1%	-1%	-9%	-8%	-10%	0.0	-2%
COc1cc(CNC2CCCCCC2)cc(OC)c1OC	-3%[58.9 µM]	3%	3%	1%	-7%	-6%	?	0.6	-9%
CC(C)C1CC(O)(C2(O)CCCCC2)ON1 (stereo not drawn)	1%	18%	-1%	1%	-3%	-9%	-5%	0.3	-1%
COc1ccc(C2C(C(C)=O)=C(O)C(=O)N2CCO)c(OC)c1 (stereo not drawn)	-4%	0%	0%	-1%	-2%	-4%	?	-0.4	-8%
Cc1ccc(N/N=C2\CCS(=O)(=O)c3sccc32)cc1	30%[activator]	2%	-4%	-6%	-7%	-20%	?	0.3	-9%
Cc1ccc2c(c1)c1c(c(=O)n(Cc3ccccc3)c(=O)n1Cc1ccccc1F)n2C	9%	25%	/	-6%	-9%	12%	2%	0.1	-2%
Cc1oc(-c2ccc(Cl)cc2)nc1CN1CCC(C(=O)NCCCN2CCCC2=O)CC1	-12%	9%	2%	1%	-14%	-6%	-9%	-0.5	19%
CN(C)CCCNS(=O)(=O)c1cc(Cl)ccc1Cl	33%[activator]	-15%	2%	-1%	-8%	-19%	-12%	1.2	2%
O=C(NCCCN1CCCC1)C1CCN(C(=O)c2cc3sccc3n2Cc2ccc(F)cc2)CC1	-11%	5%	3%	0%	-8%	-10%	2%	-0.2	4%
Cc1cccc(C(=O)OCC(=O)c2c(N)n(CC(C)C)c(=O)n(C)c2=O)c1[N+](=O)[O-]	8%	/	-6%	/	-3%	/	-30%	-0.3	-2%
Cc1ccc(F)cc1NC(=O)c1ccc(NS(=O)(=O)c2ccc(Br)s2)cc1	21%	35%	0%	-2%	-20%	-3%	?	-2.3	/
COc1ccc(-c2cc(C(F)(F)F)nc(SCC(=O)N3CCCCC3)n2)cc1OC	4%	-1%	/	-3%	-6%	?	-17%	-0.3	5%
O=C(NC1CCN(Cc2ccccc2)CC1)c1ccccc1F	8%	2%	2%	1%	-3%	-9%	1%	0.0	/
COc1cc2c(cc1C(F)(F)F)N(C(=O)Nc1cc(F)cc(-c3cccnc3)c1)CC2	?	-2%[57.1 µM]	5%&-4%	-24%	-6%	/	90%[activator]	/	/
Nc1cccc2c1C(=O)N(CCOc1ccc(F)cc1)C2=O	0%	23%	41%	-3%	-20%	203%[activator]	-18%	-0.5	-8%
CN(C)S(=O)(=O)N(CCN1CCOCC1)Cc1ccccc1F	9%	-10%	1%	-4%	-17%	-12%	-1%	0.5	4%
O=C(Cn1nc(-c2ccccc2)nc1-c1ccccc1)N1CCOCC1	-12%	22%	2%	1%	10%	-10%	0%	0.3	2%
C=C(C)Cn1c(=O)c2c(nc3n2CCCN3Cc2ccccc2)n(C)c1=O	38%[activator]	24%	15%	0%	3%	3%	8%	1.0	1%
Cc1ccc(CNC(=O)CNC(=O)c2ccc(Br)o2)cc1	44%[activator]	0%	11%	-4%	8%	-10%	7%	-0.5	-11%
CN(C)c1ccc(Nc2nc(N)c3ccccc3n2)cc1	6%	-3%	21%	-24%	-28%	-16%	?	-0.7	5%
O=C(O)CSc1c[nH]c2ccccc12	8%	0%	0%	-8%	-1%	-13%	2%	0.2	-2%
Cc1c(Cl)cccc1-n1c(SCC(=O)N(C)Cc2ccccc2)nnc1-c1ccncc1	25%	3%	0%	0%	-5%	-20%	-2%	-0.1	-3%
COCCN(CCOC)c1nc(-c2ccccc2)nc2ccccc12	54%[activator]	14%	-10%	-3%	2%	-18%	0%	-1.3	-7%
CSc1ncccc1C(=O)NCCc1ccccc1	24%	18%	-5%	-4%	7%	-6%	2%	0.4	14%
COc1ccc(CNC(=O)c2cc(=O)c3cc(C)ccc3o2)cc1	?	?	38%	-5%&-5%	-22%&0%	-3%&-1%	56%&-7%&-25%	-0.6&-1.1	1%&-1%
C=CCNC(=O)CCCOc1ccc(C)cc1	4%	-3%	5%	-6%	-1%	-1%	0%	-0.1	-12%
CCC(C)NC(=O)c1ccc2c(c1)sc1nc(-c3ccc(OC)cc3)cn12 (stereo not drawn)	9%	23%	/	0%	5%	-6%	-22%	0.1	0%
CN(C)CCCN(C(=O)CCSc1ccccc1)c1nc2cc3c(cc2s1)OCO3	13%	22%	-4%	-11%	-16%	-21%	-28%	1.6	-6%
O=C(NCC1CCCCC1)c1ccco1	11%	-9%	2%	1%	-6%	-5%	-21%	0.1	6%
Cn1c(C(=O)N2CCN(c3ccccc3)CC2)cc2cc(Cl)ccc21	3%	45%	-3%	-2%	4%	-15%	16%	-0.6	-10%
COc1ccc(-n2c(=S)[nH]c3cc(C(=O)NC4CCCCC4)ccc3c2=O)c(OC)c1	177%[activator]	0%	-1%	1%	-7%	-3%	-6%	-0.8	4%
C/C(=N\Nc1nc2ccccc2[nH]1)c1ccccn1	/	42%	-16%	-5%	/	-10%	0%	0.2	/
Cc1ccc(C(=O)OCC(=O)NC2CCS(=O)(=O)C2)c(C)c1 (stereo not drawn)	-4%	/	8%	/	-4%	/	1%	/	-12%
COc1ccc(-c2cc(-c3ccccc3)nc(N)n2)c(O)c1	?	/	/	/	?	/	-15%	/	7%
CC(C)NC(=O)CCCC(=O)NC(C)C	-13%	17%	-3%	-1%	-4%	-2%	1%	0.3	-5%
COc1ccccc1/C=C/C(=O)OCC(=O)c1c(N)n(C)c(=O)n(C)c1=O	57%	38%	7%	-3%	-26%	-10%	-18%	0.7	-3%
C=CCn1c(N)c(C(=O)NC2CCCCC2)sc1=S	-8%	6%	-5%	-2%	-8%	-5%	0%	-1.1	-1%
Cc1[nH]c(=S)c(C#N)c(C)c1C(=O)Nc1ccccc1	?	2%	0%	-5%	-4%	-1%	25µM*	0.5	3%
O=S(=O)(NCC1CCCO1)c1ccc(Cl)c(C(F)(F)F)c1 (stereo not drawn)	10%	1%	2%	-2%	-13%	-11%	-2%	0.1	3%
Cc1nnsc1-c1onc(C)c1C(=O)Nc1cc(Cl)cc(Cl)c1	15%	-3%	-3%	-2%	-6%	6%	404%[activator]	0.4	-15%
C=CCNC(=S)NNC(=O)CCC(O)CCCCC (stereo not drawn)	6%	16%	14%	-4%	4%	-3%	41%[activator]	0.2	5%
C=CCn1c(SCc2ccc(C#N)cc2)nnc1-c1ccc(C)cc1	22%	?	-3%	0%	-1%	-21%	-15%	0.1	-1%

Next part:
SMILES	Pol iota inh	POLB inh	APE1 inh	BLM helicase inh	Pol kappa inh	Anesthetic bind	12-LOX inh	TRHR ag	ERG Ets-DNA blk
O=S(=O)(c1cnc[nH]1)N1CCCCCC1	-4%	35%	4%	-1%	8%	-5%	-28%	0.3	8%
O=C(CCSc1ccc(Cl)cc1)c1ccco1	-16%	55%	-11%	-5%	-7%	-14%	3%	-0.7	1%
CCOC(=O)C1CCCN(C(=O)c2cnn3c(C(F)(F)F)cc(-c4ccccc4)nc23)C1 (stereo not drawn)	?	7%	-1%	0%	1%	5%	2%	-0.5	-6%
COC(=O)c1ccc(-c2nc3ccc(C)cc3o2)cc1	12%	-18%	-5%	-3%	0%	-3%	4%	0.6	-3%
COc1ccccc1C(=O)NCCC(=O)N(C)CC(=O)Nc1ccc(Cl)cc1	28%	/	23%	/	-5%	/	4%	-0.1	9%
COc1ccc(NC(=O)c2cc([N+](=O)[O-])ccc2NC(=O)CNC2CCCCC2C)c(OC)c1 (stereo not drawn)	94%[activator]	-3%	0%	-3%	-4%	-12%	-3%	-0.8	-6%

Profiles as entered above. Order of screens: Pol iota inh	POLB inh	APE1 inh	BLM helicase inh	Pol kappa inh	Anesthetic bind	12-LOX inh	TRHR ag	ERG Ets-DNA blk
Entry for O=S(=O)(c1cnc[nH]1)N1CCCCCC1 = -4%	35%	4%	-1%	8%	-5%	-28%	0.3	8%
Entry for COC(=O)c1ccc(-c2nc3ccc(C)cc3o2)cc1 = 12%	-18%	-5%	-3%	0%	-3%	4%	0.6	-3%
Entry for COc1ccc(NC(=O)c2cc([N+](=O)[O-])ccc2NC(=O)CNC2CCCCC2C)c(OC)c1 (stereo not drawn) = 94%[activator]	-3%	0%	-3%	-4%	-12%	-3%	-0.8	-6%
Entry for COc1ccccc1C(=O)NCCC(=O)N(C)CC(=O)Nc1ccc(Cl)cc1 = 28%	/	23%	/	-5%	/	4%	-0.1	9%
